High-throughput results from PubChem.
m5-HT2A agonist: agonists of mouse serotonin 5-HT2A receptor (HTR2A); CHO-K1 mHTR2A beta-arrestin complementation, luminescence; percent of 30 µM serotonin response; AID 624169; hit rate 0.66% among 360,000; activation, % at 7.6 µM; P35363;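 active means activation above a run cutoff, the mean activation of all tested compounds plus 3 SD, cut at about 14% in these data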;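 further: 0% = plate median of compound wells and 100% = 30 µM serotonin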
TLR9-MyD88 inh: TLR9-MyD88 interaction inhibition; CHO BLA complementation TLR9-MyD88, CCF4 FRET ratio; hit rate 0.21% among 340,000; Q9NR96+Q99836; inhibition, % at 4.98 µM;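 active means inhibition above the mean over all tested compounds plus 3 SD, cut at about 21% in these data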;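 further: 0% = DMSO only wells and 100% = clavulanate BLA inhibitor control wells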
Cardio protect: modulators protecting cardiomyocytes from myocardial damage | H9c2 cardiomyocytes, H2O2 injury protection, ATPLite, 2 h | protection from H2O2 cell death, % at 20 µM | hit rate 0.63% among 360,000;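 active means compounds giving at least 50% protection of heart cells from peroxide-induced death in the single-dose screen, raw or plate-pattern-corrected value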;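 further: 0% = DMSO wells with peroxide and 100% = DMSO wells without peroxide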
ABHD5-PLIN5 inh: inhibitors of human ABHD5-perilipin-5 interaction; Q00G26+Q8WTS1; Split G. princeps luciferase complementation, luminescence, 4 h; inhibition, % at 4 µM; hit rate 0.78% among 360,000;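 active means inhibition above the mean inhibition across every tested compound plus 3 SD, cut at about 22% in these data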;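 further: 0% = DMSO only wells and the 100% control is not disclosed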
MC4R barr agon: human MC4R agonism via beta-arrestin; AID 540308; activation, % at 8.9 µM; U2OS MC4R beta-arrestin complementation, luminescence; percent of melanotan II response, DMSO zero; P32245; hit rate 0.98% among 360,000;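 active means activation above a per-plate cutoff, the mean activation of sample wells on that plate plus 3 SD, cut at about 8% in these data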
MC4R antag cAMP: antagonists of human melanocortin 4 receptor (MC4R); P32245; MC4R-expressing cells, MTII-stimulated cAMP, LANCE TR-FRET; inhibition, % at 6.5 µM; hit rate 0.48% among 360,000; AID 540295;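 active means inhibition above its plate's cutoff, the mean of tested wells on that plate plus 3 SD, cut at about 29% in these data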;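 further: 0% = Melanotan II alone and 100% = Melanotan II plus saturating MCL0020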
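Assay system: U2OS-MC4R stable cell line; Also added: Melanotan II; Technique: Eu-cAMP/anti-cAMP TR-FRET, emission 671 nm; Times: 30-min compound, 1-h challenge, 1-h detection, room temperature.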
N-glyco inh: blocks N-linked glycosylation in D54 reporter cells; D54 ERlucT glycosylation luciferase reporter, 24 h; percent of 100 nM tunicamycin response; hit rate 0.23% among 360,000; reporter increase, % at 12.5 µM;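 active means mean luciferase reporter signal, scaled so untreated is 0 and the glycosylation-blocking control 100, at or above a set limit in every replicate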;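 further: luciferase carries N-glycosylation sites so blocking glycosylation raises the light; 0% = median of neutral control wells and 100% = median of 100 nM tunicamycin wells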
ABCB6 inh MLPCN: inhibitors of human ABC transporter ABCB6. Q9NP58. fluorescence ratio to DMSO, % at 10 µM. AID 602162. hit rate 0.19% among 360,000. K562-ABCB6 porphyrin accumulation, flow cytometry, 1 h; stronger effect = lower value;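 active means fluorescence ratio to DMSO below 75%, the collection mean minus 3 SD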;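 further: signal is porphyrin accumulated inside mitochondria; 100% equals median channel fluorescence of DMSO control wells; lower ratio means ABCB6 inhibition with less porphyrin fluorescence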
SRC2 inh: inhibits human steroid receptor coactivator 2. HEK293 GAL4-SRC2 luciferase reporter, luminescence. inhibition, % at 9 µM. AID 651957. Q15596. hit rate 0.17% among 370,000;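 active means inhibition above the mean inhibition of all tested compounds plus 3 SD, set per campaign, cut at about 52% in these data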;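 further: 0% = DMSO treated cells and 100% = cells given Gossypol at 36 µM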
Target sequence (Q15596 whole entry, looked up, the tested form may be a part): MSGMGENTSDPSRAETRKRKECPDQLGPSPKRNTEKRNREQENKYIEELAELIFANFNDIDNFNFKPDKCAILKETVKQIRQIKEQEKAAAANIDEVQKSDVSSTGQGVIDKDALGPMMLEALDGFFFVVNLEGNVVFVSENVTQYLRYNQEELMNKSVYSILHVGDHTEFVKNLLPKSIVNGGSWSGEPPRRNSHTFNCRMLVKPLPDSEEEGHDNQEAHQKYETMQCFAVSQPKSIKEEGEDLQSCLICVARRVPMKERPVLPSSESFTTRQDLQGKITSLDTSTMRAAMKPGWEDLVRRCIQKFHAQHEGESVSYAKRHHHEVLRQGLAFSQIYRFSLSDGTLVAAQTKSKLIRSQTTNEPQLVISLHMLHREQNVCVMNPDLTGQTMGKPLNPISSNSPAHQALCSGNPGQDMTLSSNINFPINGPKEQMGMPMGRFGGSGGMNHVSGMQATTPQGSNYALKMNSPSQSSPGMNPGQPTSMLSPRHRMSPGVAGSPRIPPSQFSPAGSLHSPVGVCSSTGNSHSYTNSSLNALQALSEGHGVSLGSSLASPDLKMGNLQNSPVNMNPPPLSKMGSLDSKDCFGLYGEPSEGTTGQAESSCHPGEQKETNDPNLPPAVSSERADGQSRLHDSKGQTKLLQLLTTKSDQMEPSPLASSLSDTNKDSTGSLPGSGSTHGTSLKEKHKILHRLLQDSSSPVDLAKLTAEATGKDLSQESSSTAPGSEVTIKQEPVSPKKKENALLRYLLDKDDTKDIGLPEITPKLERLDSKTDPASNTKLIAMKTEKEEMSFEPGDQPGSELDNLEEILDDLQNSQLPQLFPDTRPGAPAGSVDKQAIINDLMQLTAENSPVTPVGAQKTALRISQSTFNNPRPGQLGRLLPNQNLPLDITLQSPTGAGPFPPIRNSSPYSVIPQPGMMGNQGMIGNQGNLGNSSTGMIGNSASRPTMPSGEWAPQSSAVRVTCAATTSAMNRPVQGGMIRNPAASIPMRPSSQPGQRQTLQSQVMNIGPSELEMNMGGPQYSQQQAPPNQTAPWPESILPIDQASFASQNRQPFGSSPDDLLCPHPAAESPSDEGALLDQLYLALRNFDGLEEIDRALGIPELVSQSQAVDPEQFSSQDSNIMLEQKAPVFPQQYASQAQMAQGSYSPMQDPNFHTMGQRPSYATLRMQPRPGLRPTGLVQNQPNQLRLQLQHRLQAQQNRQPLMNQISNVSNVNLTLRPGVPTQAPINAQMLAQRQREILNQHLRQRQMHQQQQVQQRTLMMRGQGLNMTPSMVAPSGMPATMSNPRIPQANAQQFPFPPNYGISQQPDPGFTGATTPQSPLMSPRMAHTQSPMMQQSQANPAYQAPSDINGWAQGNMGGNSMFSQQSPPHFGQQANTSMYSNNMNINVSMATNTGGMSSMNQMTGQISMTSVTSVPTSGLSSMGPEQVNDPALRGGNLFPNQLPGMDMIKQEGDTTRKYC
NOD2-RIPK2 inh: inhibitors of human NOD2-RIPK2 interaction; O43353; inhibition, % at 4.98 µM; hit rate 0.38% among 360,000; AID 624267; CHO BLA complementation NOD2-RIPK2, CCF4 ratio; in the data active means inhibition above about 21%;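 further: 0% = vehicle only and 100% = reference blocker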
Starred values were filed as active, the others as inactive; . = no result given.

The opening 14 entries, ahead of the listing:
SMILES	m5-HT2A agonist	TLR9-MyD88 inh	Cardio protect	ABHD5-PLIN5 inh	MC4R barr agon	MC4R antag cAMP	N-glyco inh	ABCB6 inh MLPCN	SRC2 inh	NOD2-RIPK2 inh
Nc1cc2ccccc2oc1=O	-1	-3	2	6	3.0	-4	1	102	4	-1
Cc1c(N2C(=O)/C(=C\c3cccc4ccccc34)SC2=S)c(=O)n(-c2ccccc2)n1C	6	7	-6	-4	-1.9	6	0	99	-6	-3
C[C@H](CO)N1C[C@H](C)[C@@H](CN(C)C(=O)C2CC2)OCc2cnnn2CCCC1=O	3	5	5	0	-0.2	13	2	102	-1	-7
CN1OC[C@@H]2CN(S(=O)(=O)c3ccccc3)[C@H](c3ccc(N4CCCCC4)cc3)C[C@@H]21	-6	.	2	8	.	.	4	98	13	-4
CN(C)S(=O)(=O)c1ccc2[nH]cc(/C=C/c3nc4ccccc4c(=O)n3-c3ccccc3)c2c1	2	-3	66*	-1	13*	1	4	107	16	-8
O=C(NCC1CCC(C(=O)O)CC1)c1cccnc1 (configuration not stated)	8	5	5	7	2.6	1	2	94	9	-16
O=c1nc(SCc2c(F)cccc2Cl)nc(-c2ccc(Cl)cc2)[nH]1	6	-2	10	-7	1.1	-2	3	98	-8	6
Cc1ccc(Cn2nnc3c(=O)n(CC(=O)NCc4ccco4)cnc32)cc1	-2	0	7	-2	-1.2	1	3	100	11	-7
Cc1cccc2cc(CN(Cc3ccc(F)cc3)C(=O)C(F)(F)F)c3nnnn3c12	8	-7	-6	-8	0.1	1	-2	97	-7	1
Cc1nn(C)cc1C(C)Nc1nc2nonc2nc1N1CCCCC1 (configuration not stated)	-3	-8	3	0	-1.0	-7	0	103	-7	-5
O=S(=O)(N/N=C\c1cccc(F)c1)c1ccccc1	-3	-14	4	1	0.0	1	0	96	-3	1
Cc1ccc2oc(/N=C(\N)NC(=O)C(C)(C)C)nc2c1	1	2	-14	-5	2.5	-2	-19	95	81*	5
CC1(c2nnnn2Cc2ccccc2)CCC(=O)N1CC(F)(F)F (configuration not stated)	1	.	.	3	.	.	.	94	-2	-5
CCN(C[C@H]1N[C@@](CC)(C(=O)OC)[C@H]2C(=O)N(Cc3ccccc3)C(=O)[C@@H]12)C(=O)Nc1ccc(Cl)cc1	2	0	-8	-4	0.3	18	2	103	-3	-7

All compounds of this part, from the start:
SMILES	m5-HT2A agonist	TLR9-MyD88 inh	Cardio protect	ABHD5-PLIN5 inh	MC4R barr agon	MC4R antag cAMP	N-glyco inh	ABCB6 inh MLPCN	SRC2 inh	NOD2-RIPK2 inh
Nc1cc2ccccc2oc1=O	-1	-3	2	6	3.0	-4	1	102	4	-1
Cc1c(N2C(=O)/C(=C\c3cccc4ccccc34)SC2=S)c(=O)n(-c2ccccc2)n1C	6	7	-6	-4	-1.9	6	0	99	-6	-3
C[C@H](CO)N1C[C@H](C)[C@@H](CN(C)C(=O)C2CC2)OCc2cnnn2CCCC1=O	3	5	5	0	-0.2	13	2	102	-1	-7
CN1OC[C@@H]2CN(S(=O)(=O)c3ccccc3)[C@H](c3ccc(N4CCCCC4)cc3)C[C@@H]21	-6	.	2	8	.	.	4	98	13	-4
CN(C)S(=O)(=O)c1ccc2[nH]cc(/C=C/c3nc4ccccc4c(=O)n3-c3ccccc3)c2c1	2	-3	66*	-1	13*	1	4	107	16	-8
O=C(NCC1CCC(C(=O)O)CC1)c1cccnc1 (configuration not stated)	8	5	5	7	2.6	1	2	94	9	-16
O=c1nc(SCc2c(F)cccc2Cl)nc(-c2ccc(Cl)cc2)[nH]1	6	-2	10	-7	1.1	-2	3	98	-8	6
Cc1ccc(Cn2nnc3c(=O)n(CC(=O)NCc4ccco4)cnc32)cc1	-2	0	7	-2	-1.2	1	3	100	11	-7
Cc1cccc2cc(CN(Cc3ccc(F)cc3)C(=O)C(F)(F)F)c3nnnn3c12	8	-7	-6	-8	0.1	1	-2	97	-7	1
Cc1nn(C)cc1C(C)Nc1nc2nonc2nc1N1CCCCC1 (configuration not stated)	-3	-8	3	0	-1.0	-7	0	103	-7	-5
O=S(=O)(N/N=C\c1cccc(F)c1)c1ccccc1	-3	-14	4	1	0.0	1	0	96	-3	1
Cc1ccc2oc(/N=C(\N)NC(=O)C(C)(C)C)nc2c1	1	2	-14	-5	2.5	-2	-19	95	81*	5
CC1(c2nnnn2Cc2ccccc2)CCC(=O)N1CC(F)(F)F (configuration not stated)	1	.	.	3	.	.	.	94	-2	-5
CCN(C[C@H]1N[C@@](CC)(C(=O)OC)[C@H]2C(=O)N(Cc3ccccc3)C(=O)[C@@H]12)C(=O)Nc1ccc(Cl)cc1	2	0	-8	-4	0.3	18	2	103	-3	-7
CCn1c(SCC(=O)N2CCCc3ccccc32)nnc1-c1cccs1	0	3	7	2	0.1	3	1	95	1	-18
C=CCn1c(SCc2csc(C)n2)nc2sc3c(c2c1=O)CCC(C)C3 (configuration not stated)	3	2	-14	-11	-2.2	1	0	96	3	-1
CCc1ccc(OCc2nnc(SCC(=O)Nc3cccc(C(=O)N4CCOCC4)c3)o2)cc1	1	5	-5	2	-2.1	-1	-1	95	17	-6
CCOC(=O)c1nnn(-c2nonc2N)c1-c1cccc2ccccc12	0	-12	-16	-7	0.1	-1	1	97	-8	-7
Cn1nccc1C(=O)N1CCN(c2cccc(Cl)c2)CC1	-2	-10	2	-2	-0.8	3	-1	97	8	-4
Cc1c(C)c2c(OCC(=O)NCC3CCC(C(=O)O)CC3)cc3c(c2oc1=O)CCC(C)(C)O3 (configuration not stated)	2	.	-4	1	-0.3	5	7	104	-9	-16
CC(=O)N1CCC(=NNC(=O)c2cccs2)CC1	-2	-1	11	7	-1.6	2	2	101	-87	-10
Cc1nc(Nc2cccc(C(C)O)c2)c2nnn(Cc3ccccc3F)c2n1 (configuration not stated)	1	3	-5	4	0.7	12	-3	103	-10	-2
Cc1cccc(OCCC(=O)NNC(=O)Cn2nc(C)cc2C)c1	1	7	13	-7	-0.1	6	3	97	-51	-7
FC(F)(F)c1cccc(CON=C2CCN(c3ncc(C(F)(F)F)cc3Cl)CC2)c1	3	1	-6	6	-1.3	1	-3	99	-18	-7
CCOC(=O)CC1=C(C(=O)OCC)C(c2ccc(OC)cc2OC)C(C#N)=C(N)O1 (configuration not stated)	-6	-5	-2	-2	-0.4	-1	3	114	-9	-13

(listing goes on)
SMILES	m5-HT2A agonist	TLR9-MyD88 inh	Cardio protect	ABHD5-PLIN5 inh	MC4R barr agon	MC4R antag cAMP	N-glyco inh	ABCB6 inh MLPCN	SRC2 inh	NOD2-RIPK2 inh
CCCCc1ccc(N2C(=O)[C@@H]3C(CC(N)=O)NC4(C(=O)Nc5ccc(F)cc54)[C@@H]3C2=O)cc1 (some centres not stated)	-1	-13	3	1	-2.5	10	0	106	-2	-11
NC(=O)C1(N2CCCCC2)CCN(Cc2ccccc2Cl)CC1	-1	-4	-6	1	-1.8	9	-2	95	9	-4
CN(Cc1ccccc1)C(=O)CN1CCN(C(c2ccccc2)c2ccccc2)CC1	-2	-4	-2	-2	1.0	-2	-7	94	17	6
O=S(=O)(NCc1cccnc1)c1cc(Cl)ccc1Cl	0	-5	3	0	-0.7	2	4	106	.	-6
Cc1csc(CN(C)C(=O)CC2C(=O)NCCN2Cc2ccc(F)cc2Cl)n1 (configuration not stated)	4	7	5	0	-3.8	0	2	102	20	-4
CN1CCN(S(=O)(=O)c2cccc(C(=O)N(C)C(c3ccccc3)c3ccccc3)c2)CC1	-3	-3	-6	1	-1.2	-5	-3	99	-3	0
COCCSc1nnc(NC(=O)c2ccc([N+](=O)[O-])cc2)s1	2	8	-13	4	-2.9	12	1	96	-5	1
c1csc(CNc2ncnc3ccc(-c4ccc5c(c4)OCO5)cc23)c1	7	3	-3	10	2.0	-1	2	95	1	12
COc1ccc(NC(=O)C(CCSC)NC(N)=O)cc1Cl (configuration not stated)	1	-13	0	-6	-0.3	2	2	101	-8	-6
CSc1ccccc1C(=O)NC1CCCCC1	7	6	4	0	-0.9	5	1	91	-13	0
O=C(COC(=O)CNC(=O)c1sc2ccccc2c1Cl)NC1CCS(=O)(=O)C1 (configuration not stated)	-7	-4	-8	0	-0.4	8	0	99	-13	-4
CCC1CCCCN1S(=O)(=O)c1ccc2c(c1)CCN2C(=O)C1CCC1 (configuration not stated)	-5	0	-11	5	-0.3	1	-7	91	-1	3
COc1cc2c(cc1NC(=O)C(C)Sc1ccc(NC(C)=O)cc1)oc1ccccc12 (configuration not stated)	-6	1	-8	4	-2.4	17	-2	101	5	5
O=C(OCC(=O)c1ccccc1Cl)c1cnccn1	5	-8	11	-1	0.3	7	1	103	-6	-9
Cc1c(C(=O)N2CCN(S(=O)(=O)c3cccs3)CC2)oc2ccc(F)cc12	-2	-21	1	-1	0.9	13	-2	92	-20	-8
Cc1ccc(NC(=O)COC(=O)c2csc3c2CCC(C)C3)cc1S(=O)(=O)N1CCCCC1 (configuration not stated)	3	-10	-8	-7	0.5	6	-1	101	1	-1
O=C1NC(=O)C(=C2CCCCCC2)S1	-5	0	17	-3	-1.7	-3	0	92	-21	6
C=CCc1ccccc1OCC(=O)N/N=C/c1ccc(OC(C)=O)cc1OC(C)=O	-1	-5	73*	20	-1.1	-9	-7	92	-8	-1
O=C(CCc1nnc(CCCCc2ccccc2)o1)N1CCC(N2CCCC2)CC1	0	-1	0	1	-2.8	13	-1	96	11	-3
Cc1ccc(-c2cc(C(=O)N3CCN(C(=O)c4ccco4)CC3)no2)cc1	-1	4	-8	3	-1.8	2	-1	99	-12	11
COc1ccc(CCNC(=O)c2ccccc2NC(=O)C2=C(C)OCCS2)c(OC)c1	-4	6	5	-4	-1.6	10	-2	95	15	-10
Cc1c(NC(=O)COc2c(F)c(F)c(F)c(F)c2F)c(=O)n(-c2ccccc2)n1C	-1	-5	6	3	-0.6	24	3	95	-35	-3
CCN(Cc1ccccc1)C(c1cccc(C#N)c1)c1nnnn1C(C)(C)C (configuration not stated)	1	-2	-4	5	-2.2	16	-6	99	1	-13
Nc1cc(=O)[nH]c(SCC(=O)Nc2ccc(N3CCCCC3)cc2)n1	4	-5	-3	4	-1.1	9	0	97	-3	-4
C=CCOc1ccc(CNc2nn[nH]n2)cc1OC	2	2	7	-6	-0.6	-1	2	117	-16	3
O=C(O)CC(c1ccc(Cl)cc1)N1C(=O)CCC1=O (configuration not stated)	-3	-4	-3	6	-0.1	6	0	106	-27	-9
Cc1cc(=O)[nH]c(SCCOc2ccc3c(c2)CCC3)n1	5	7	-7	7	0.2	7	1	98	-1	8
CCOC(=O)Cc1csc(NC(=O)CSc2nc3sc(C(=O)O)c(C)c3c(=O)[nH]2)n1	1	-4	-1	6	-0.1	-6	0	105	-2	-1
COc1ccc([C@H]2CC(=O)C=C(c3c(C)cc(C)cc3C)C2)cc1	-2	-10	-9	-4	-0.5	-5	-2	102	13	-5

This is a subset (hit frequency here may not be typical).
